High-throughput results (PubChem)
L3MBTL1 block – blocks human L3MBTL1. Q9Y468. AlphaScreen L3MBTL1–H3K9me1 peptide binding. Potency, µM (doses to about 57.1 µM), inactives show at the top dose activity, negative = inhibition, hits mostly inhibitors. 0.66% of 230,000 active; active = well fitted inhibition curve with a large enough effect; inconclusive = small, poorly fitted or top-dose-only effect; inactive = no such curve, though single readings can be large or run the other way; also: nearly all actives have a fitted effect of over 60% in size
Target sequence (Q9Y468 whole entry, looked up): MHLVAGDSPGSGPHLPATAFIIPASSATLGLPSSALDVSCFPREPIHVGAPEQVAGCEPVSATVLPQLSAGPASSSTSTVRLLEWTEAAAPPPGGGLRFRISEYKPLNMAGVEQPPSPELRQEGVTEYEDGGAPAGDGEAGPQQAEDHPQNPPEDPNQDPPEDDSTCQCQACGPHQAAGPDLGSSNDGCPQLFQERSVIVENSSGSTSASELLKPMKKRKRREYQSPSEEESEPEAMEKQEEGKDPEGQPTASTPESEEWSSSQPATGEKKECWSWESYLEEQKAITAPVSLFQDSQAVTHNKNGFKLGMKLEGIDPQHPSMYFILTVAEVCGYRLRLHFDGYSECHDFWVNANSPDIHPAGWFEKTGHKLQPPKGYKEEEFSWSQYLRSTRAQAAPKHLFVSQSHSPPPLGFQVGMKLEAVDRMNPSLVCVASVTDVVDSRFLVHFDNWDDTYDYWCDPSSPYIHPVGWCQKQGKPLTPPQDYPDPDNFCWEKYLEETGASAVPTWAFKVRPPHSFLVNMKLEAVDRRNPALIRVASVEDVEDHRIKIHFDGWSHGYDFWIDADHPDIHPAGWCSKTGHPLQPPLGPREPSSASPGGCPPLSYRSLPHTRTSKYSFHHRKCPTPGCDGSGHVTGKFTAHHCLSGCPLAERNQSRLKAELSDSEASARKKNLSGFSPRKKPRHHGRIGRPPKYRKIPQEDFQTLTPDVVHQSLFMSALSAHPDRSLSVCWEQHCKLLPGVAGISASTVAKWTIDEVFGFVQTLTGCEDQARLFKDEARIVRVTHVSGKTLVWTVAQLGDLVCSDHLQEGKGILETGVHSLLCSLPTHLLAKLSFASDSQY
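Read-out is AlphaScreen signal from streptavidin donor and nickel chelate acceptor beads (10 ug/mL final each) bridging L3MBTL1 (50 nM) and biotinylated K9-monomethylated H3(1-15) peptide (75 nM), after 30 min compound exposure at room temperature.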
* hit, by the source's call; ? = inconclusive; [ ] = remark or other dose. % is scaled to controls: 0 for no effect and ±100 for the full control effect; potency is read from the fitted curve at half-maximal effect.

| L3MBTL1 block | Structure |
| --- | --- |
| -5% | Cc1ccc(C(=O)NNC(=O)c2ccc(S(=O)(=O)N(C)c3ccccc3)cc2)cc1 |
| -2% | CC1Cc2ccccc2N1C(=O)CN(C)CC(=O)Nc1cccc(F)c1 (centres undefined) |
| 3% | COc1cc(NC(=O)CN2C(=O)C(C)N(c3ccc(C)cc3)C2=O)cc(OC)c1 (centres undefined) |
| 5% | COc1cccc([C@@H]2CC=C(C(=O)O)[C@H](c3ccc(F)cc3)N2S(=O)(=O)c2ccc(C)cc2)c1 |
| ? | N#C/C(=C\c1ccc(-c2ccc(C(=O)O)cc2)o1)C(=O)Nc1ccc(F)cc1 |
| -4% | COC(=O)N[C@@H]1C[C@H]2[C@@H]3CC[C@H]4C[C@@H](OC)CC[C@]4(C)[C@H]3CC[C@@]12C |
| 3% | CCOC(=O)C1=CN(Cc2cccc(F)c2)S(=O)(=O)N(CC)C1c1ccc(C(F)(F)F)cc1 (centres undefined) |
| 6% | COc1ccc(Cc2nnc(SC(C)C(=O)Nc3ccc(F)cc3Cl)o2)cc1 (centres undefined) |
| -8% | Cc1ccc2c(c1)NC(=O)[C@@]1(C)[C@@H](c3ccccc3)[C@H]3COc4ccc(Cl)cc4[C@@H]3N1C2=O |
| -5% | COc1ccc(S(=O)(=O)N2CCN(C(=O)C3CCC3)CC2)cc1 |
| 0% | C[C@H]1CN([C@@H](C)CO)C(=O)Cc2cc(NC(=O)C3CC3)ccc2O[C@H]1CN(C)Cc1ccc(C(=O)O)cc1 |
| 47%[activator] | Cc1ccc(S(=O)(=O)N2CCCC2C(=O)NCc2ccccc2F)cc1 (centres undefined) |
| 5% | CC(C)CC(=O)Nc1ccc(Cc2ccncc2)cc1 |
| -1% | CCCCN1C(=N)N([C@@H](CCC)CN2CCC[C@H]2CN2C(N)=NC[C@@H]2Cc2ccccc2)C[C@H]1Cc1ccccc1 |
| -10% | O=C(COc1ccccc1)N[C@@H]1c2ccccc2CC[C@@H]1O |
| -1% | O=C(N[C@H]1CCC(=O)N(CCSc2ccc(Br)cc2)CC1)OCc1ccccc1 |
| 7% | CC(C)C[C@H]1CN=C(Nc2ccccc2)N1CCCC1CCCCC1 |
| ? | Cc1ccc2c(C)c(C(=O)N(Cc3ccc(N(C)C)cc3)C3CCS(=O)(=O)C3)oc2c1 (centres undefined) |
| -1% | O=C(Nc1cccc(F)c1)C1CCCN(C(=O)c2ccc(Cl)cc2)C1 (centres undefined) |
| -3% | CC(C)(C)OC(=O)NCCCCCNC(=O)c1nc[nH]c1C(=O)N1CCN(c2ccccc2)CC1 |
| 4% | CC(C)C(=O)N1CCC(Cc2ccccc2)CC1 |
| -5% | COc1cccc(CC(=O)N2CCN(S(=O)(=O)c3ccc(Br)cc3)CC2)c1 |
| 5% | CC(=O)c1cccc(NC(=O)/C=C/c2ccc(S(=O)(=O)N3CCOCC3)cc2)c1 |
| -1% | CC1(C)Cc2cccc(OCC(=O)NCCc3ccccc3)c2O1 |
| 7% | CC1(c2nnc(Cc3ccccc3)o2)CC(c2cccc(F)c2)=NO1 (centres undefined) |
| 2% | Cc1c(C(C)CCCO)oc(=O)c2c1Oc1c(C)c(C(C)C[C@@H](C)O)oc(=O)c1C2 (some centres undefined) |
| 4% | Cc1nnc(SCC(=O)N(C2CCCCC2)C2CCS(=O)(=O)C2)n1C (centres undefined) |
| -5% | CCOc1ccc(Oc2ccc(NS(=O)(=O)c3cc(C(=O)O)ccc3Cl)cc2)cc1 |
| 1% | O=S1(=O)CCOC[C@H](c2ccccc2)N1Cc1cccc(F)c1 |
| -7% | O=C(O)C1CCCCC1C(=O)NCCCN1CCCC1=O (centres undefined) |

Continued, overlapping the part above by 7 compounds.
| L3MBTL1 block | Structure |
| --- | --- |
| -1% | CC1(C)Cc2cccc(OCC(=O)NCCc3ccccc3)c2O1 |
| 7% | CC1(c2nnc(Cc3ccccc3)o2)CC(c2cccc(F)c2)=NO1 (centres undefined) |
| 2% | Cc1c(C(C)CCCO)oc(=O)c2c1Oc1c(C)c(C(C)C[C@@H](C)O)oc(=O)c1C2 (some centres undefined) |
| 4% | Cc1nnc(SCC(=O)N(C2CCCCC2)C2CCS(=O)(=O)C2)n1C (centres undefined) |
| -5% | CCOc1ccc(Oc2ccc(NS(=O)(=O)c3cc(C(=O)O)ccc3Cl)cc2)cc1 |
| 1% | O=S1(=O)CCOC[C@H](c2ccccc2)N1Cc1cccc(F)c1 |
| -7% | O=C(O)C1CCCCC1C(=O)NCCCN1CCCC1=O (centres undefined) |
| -5% | O=C(CN1CCN(Cc2ccc3c(c2)OCO3)CC1)Nc1ccc2[nH]c(=O)[nH]c2c1 |
| -17% | CCN(CC(=O)Nc1ccc2c(c1)OCCO2)C(=O)COc1cc(C)ccc1Cl |
| -1% | O=C1CN(S(=O)(=O)c2ccc(Cl)cc2)c2ccccc2N1 |
| -5% | COc1ccc(NC(=O)CN(C)CC(=O)Nc2sc3c(c2C(N)=O)CCC3)cc1 |
| -5% | CC[C@H](C)Cc1cn([C@@H](CCCN=C(NC(=O)OC(C)(C)C)NC(=O)OC(C)(C)C)C(=O)NCCCCCCCCCCC(=O)N2CCN(C(=O)OC(C)(C)C)CC2)nn1 |
| -5% | Cc1noc(C)c1CSCC(=O)NCCN1C(=O)S/C(=C\c2ccccc2F)C1=O |
| 13% | Cc1cc(NC(=O)COC(=O)C2CC2)ccc1Br |
| 2% | CC1(c2ccc3c(c2)OCO3)NC(=O)N(CC(=O)Nc2ccccc2)C1=O (centres undefined) |
| 5% | O=C(COC(=O)c1ccc(F)cc1Cl)NC1CCCCCCC1 |
| -2% | Cc1cc(C(=O)OC(C)C(=O)NC2CCCCC2)c(C)o1 (centres undefined) |
| 1% | Cc1cccc(NC(=O)C2CCN(S(=O)(=O)c3ccc4c(c3)OCCO4)CC2)n1 |
| 5% | O=C(O)CN=CC1=C(O)CC(c2ccccc2)CC1=O (centres undefined) |
| -8% | Cn1cccc1C(=O)NNC(=O)c1ccccc1Br |
| 5% | N#CCCN(C(=O)COC(=O)CCc1nc2ccccc2c(=O)[nH]1)c1ccccc1F |
| -3% | COc1ccccc1NC(=O)Nc1nc(CC(=O)Nc2ccc(F)c(F)c2)cs1 |
| 14% | O=C(NCCc1ccc(Cl)cc1)c1ccc(NC2=NC3CS(=O)(=O)CC3S2)cc1 (centres undefined) |
| 2% | CCCCN(C(=O)c1ccc(S(=O)(=O)N2CCOCC2)cc1)C1CCS(=O)(=O)C1 (centres undefined) |
| -1% | O=C(CSc1nc2ccccc2c(=O)n1-c1ccc(F)cc1)NC1CC1 |
| -7% | COc1ccc(C2=NOC(Cn3nc(C(=O)NCc4ccccc4OC)cc3-c3ccccc3)C2)cc1 (centres undefined) |
| -26% | COc1ccc(C2(c3ccc(OC)cc3)NC(=O)N(CC(=O)Nc3ccc(N4CCOCC4)cc3)C2=O)cc1 |
| 3% | Cc1cc(NC(=O)COC(=O)Cn2[nH]c(=O)c3ccccc3c2=O)c([N+](=O)[O-])cc1C |
| 12% | COCCCNC(=O)Cn1cnc2c(NCc3ccccc3)ncnc21 |
| -1%[2.29 µM] | O=C(Nc1cccc2cccnc12)c1cc(F)c(F)cc1Cl |
| 0% | COC(=O)c1cc(C(=O)OCC(=O)NC(=O)c2ccccc2)cc([N+](=O)[O-])c1 |
| 3% | CCN(CC(=O)Nc1c(F)cccc1F)C(=O)c1ccc(COc2ccccc2)cc1 |
| 2% | O=C(C[n+]1cccc(Br)c1)c1cccs1 |
| -1% | CC12CC3CC(C)(C1)CC(C(=O)Nc1nncs1)(C3)C2 |
| 10% | COc1cccc(/C=C/C(=O)NNC(=O)c2ccco2)c1OC |
| 9% | COc1ccc(NC(=O)CN(C)CC(=O)NCC2CCCCC2)cc1 |
| 3% | Cc1ccc(Cl)cc1NS(=O)(=O)Cc1ccccc1 |
| 2% | CCOc1cc(N2CCOCC2)c(OCC)cc1NC(=O)COC(=O)CCOc1cc(C)ccc1C |
| 0% | NS(=O)(=O)c1ccc(CCNC(=O)C2CCCO2)cc1 (centres undefined) |
| 4% | CC(=O)Nc1ccc2nc(NC(=O)CS(=O)(=O)c3ccccc3)sc2c1 |
| -2% | CCC(C)N(C(=O)CSc1nc(C)nc2ccccc12)C1CCS(=O)(=O)C1 (centres undefined) |
| 5% | Cc1ccc(C)c(NC(=O)COc2coc(CN3CCc4ccccc4C3)cc2=O)c1 |
| -8% | CN(CCOc1ccc(Cl)cc1)C(=O)CNS(=O)(=O)c1ccc(N(C)C)c([N+](=O)[O-])c1 |
| 0% | COc1ccc(NC(=O)C(Cc2cc(C)cc(C)c2)C(C)C(=O)O)cc1 (centres undefined) |
| -6% | C=CCC[C@@H](Cc1ccc(F)cc1)C(=O)OC[C@@H](C)NC(=O)[C@@H](CC=C)CC(=O)N[C@H](CO)Cc1ccccc1 |
| -2% | COc1ccccc1OCCNC(=O)C(CCSC)NC(=O)COc1ccccc1 (centres undefined) |
| 0% | Cc1ccc(S(=O)(=O)Nc2cccc(Cl)c2)cc1NC(=O)C1CC1 |
| -6% | Cc1c(NC(=O)C(C)OC(=O)CCOc2ccccc2)c(=O)n(-c2ccccc2)n1C (centres undefined) |
| -8% | COc1ccc(C2=Nn3c(nnc3-c3ccccc3F)SC2)cc1OC1CCCC1 |
| 7% | CC(=O)C(Cc1ccccc1)(Cc1ccccc1)C(C)=O |
| 30%[activator] | COc1ccccc1NS(=O)(=O)c1ccc2oc(=O)ccc2c1 |
| 1% | O=C(O)CCc1ccc(S(=O)(=O)Nc2ccccc2N2CCCCC2)cc1 |
| 1% | CC(O)[C@H]1CC[C@H]2[C@@H]3CC[C@H]4C[C@@H](O)CC[C@]4(C)[C@H]3/C(=N/O)C[C@]12C (some centres undefined) |
| 5% | CC[C@](C)(O)c1cc2ccccc2c(=O)o1 |
| -9% | CCN(CC(=O)Nc1ccc(NC(C)=O)cc1)C(=O)c1cc(-c2ccccc2)nn1-c1ccccc1 |
| 3% | C[C@@H]1COC(=O)[C@@H](Cc2ccc(F)cc2)C/C=C\C[C@@H](CC(=O)NCCO)C(=O)N1 |
| -2% | O=C(CNC(=O)c1nc[nH]c1C(=O)N1CCc2ccccc2C1)OCc1ccccc1 |
| 1% | CSCC[C@H](NS(=O)(=O)c1ccc(C)cc1)C(=O)N1CCC(C(=O)N[C@@H](Cc2ccc(O)cc2)C(=O)O)CC1 |
| -5% | O=C(COC(=O)c1cccnc1Cl)Nc1cc(S(=O)(=O)N2CCOCC2)ccc1Cl |
| 0% | Cc1cc(C)n2nc(SC(C)C(=O)Nc3ccccc3F)nc2n1 (centres undefined) |
| 2% | COc1ccc(-c2sc3ccc(OC)cc3c2C#CCCO)cc1 |
| -1% | COc1cccc(NC(=O)CNC(=O)c2ccc(C)o2)c1 |
| -1% | Cc1cccc(N(Cc2ccccc2)C(=O)c2cccc(S(=O)(=O)N3CC(C)OC(C)C3)c2)c1 (centres undefined) |
| 3.5µM* | O=C(Nc1nc(-c2ccco2)c(-c2ccco2)s1)c1cnccn1 |
| -7% | CN(CCOc1ccc(Cl)cc1)C(=O)c1cc(S(=O)(=O)N2CCOCC2)ccc1N1CCCC1 |
| -15% | Cc1c(Cl)cnc(NC(=O)COC(=O)CNC(=O)c2ccccc2)c1Cl |
| 2% | O=C(c1c(F)cccc1F)N1CCC(O)(c2ccc(F)cc2)CC1 |

Reformatted: 3 of the compounds above.
Cc1c(NC(=O)C(C)OC(=O)CCOc2ccccc2)c(=O)n(-c2ccccc2)n1C (centres undefined)
  L3MBTL1 block: -6%
COc1ccc(C2=Nn3c(nnc3-c3ccccc3F)SC2)cc1OC1CCCC1
  L3MBTL1 block: -8%
CC(=O)C(Cc1ccccc1)(Cc1ccccc1)C(C)=O
  L3MBTL1 block: 7%

(next part)
| L3MBTL1 block | Structure |
| --- | --- |
| ? | O=c1c(-c2c(O)cc(O)c3c2O[C@H](c2ccc(O)cc2)CC3)c(-c2ccc(O)cc2)oc2cc(O)cc(O)c12 |
| 2% | CC(=NNC(=O)COc1cccc(C)c1)c1cccnc1 |
| -1% | CC(Oc1cccc(Cl)c1)C(=O)Nc1ccc(S(=O)(=O)NC2=NCCCCC2)cc1 (centres undefined) |
| -2% | COc1ccc(CCNc2c(C=O)c(=O)[nH]c3ccccc23)cc1OC |
| -5% | C[C@H]1CCC(=O)N([C@H](CN=[N+]=[N-])Cc2ccccc2)CC1 |
| 1% | Cc1cc(SCC(=O)OCC(=O)N(CCC#N)c2ccccc2)nc2ccccc12 |
| -8% | CON(C)S(=O)(=O)c1cccc(C(=O)N(CC(=O)Nc2ccccc2C(F)(F)F)Cc2ccco2)c1 |
| -11% | CC1CCN(C(=S)NC(=O)c2ccc(F)cc2)CC1 |
| -2% | NC(=O)CC(NC(=O)Cc1ccc(Cl)cc1)c1ccc(NCCCN2CCCC2=O)c([N+](=O)[O-])c1 (centres undefined) |
| -2% | Cc1ccc(S(=O)(=O)N(C)C)cc1NC(=O)C1CCN(C(=O)Nc2ccccc2)CC1 |
| 6% | CC(C)CC1NC(=O)N(CC(=O)Nc2cc(S(=O)(=O)N3CCOCC3)ccc2Cl)C1=O (centres undefined) |
| 0% | Cc1cccc(NC(=O)COC(=O)c2cccc(S(=O)(=O)N3CCCCCC3)c2)c1 |
| 1% | CN(C)C(=O)OCc1c(-c2ccccc2)ncc2ccccc12 |
| -2% | CC1=C(C)CC2C(C1)C(=O)c1ccc(Br)cc1S2(=O)=O (centres undefined) |
| -4% | CCCCCCSc1ccc([C@@H]2[C@@H]3C(=O)N(CC)C(=O)[C@@H]3[C@]3(C(=O)OC)CCCCN23)cc1 |
| 5% | O=C(COC(=O)c1ccc(OC(F)F)cc1)NCCC1=CCCCC1 |
| 5% | O=C1CN(C(=O)NCC(=O)N[C@@H](Cc2ccccc2)C(=O)O)c2ccccc2N1 |
| 2% | C[C@H](CO)N1C[C@H](C)[C@@H](CN(C)S(=O)(=O)c2cccs2)Oc2ccc(NS(=O)(=O)c3ccc(F)cc3)cc2C1=O |
| -1% | COc1ccc(CNC(=O)CCC(=O)Nc2ccc(Cl)cc2)cc1 |

Some of the compounds tested; count on the stated rates, not on these rows.
